# Screens: PubChem BioAssay, Sanford-Burnham Center for Chemical Genomics
# PfG6PD inh = PfG6PD (Plasmodium falciparum) enzyme inhibition | inhibition, % at 20 µM | 350,000 compounds, 0.78% hits | AID 504690 | PfGluPho enzyme, NADPH resazurin-diaphorase fluorescence;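 active means inhibition reaching at least a set limit at 20 µM in the primary screen, cut at about 59% in these data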;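 further: 0% = DMSO wells with substrate and 100% = DMSO wells lacking glucose-6-phosphate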
# SENP1 FRET inh = blocks the human SENP1 SUMO protease catalytic domain | Q9P0U3 | 360,000 compounds, 0.21% hits | AID 624204 | recombinant SENP1 catalytic domain, CyPet-SUMO1-YPet FRET cleavage | inhibition, % at 10 µM;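 active means inhibition at least 30% at 10 µM, raw YFP signal under a set limit, fluorescence ratio 0.5 to 1.5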;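 further: 0% = enzyme with DMSO and 100% = no enzyme wells; some results filed as inactive read as strong as hits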
# Target sequence (Q9P0U3 419-644 limits assumed): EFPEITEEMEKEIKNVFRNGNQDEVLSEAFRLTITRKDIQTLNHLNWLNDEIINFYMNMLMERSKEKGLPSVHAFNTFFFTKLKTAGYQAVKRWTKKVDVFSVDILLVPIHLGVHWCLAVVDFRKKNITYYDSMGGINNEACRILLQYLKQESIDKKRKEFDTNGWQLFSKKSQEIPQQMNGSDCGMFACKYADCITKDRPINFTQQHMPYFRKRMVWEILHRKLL
#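 Material – human SENP1 catalytic domain · Input – SENP1 enzyme, 20 pM final · Compound dosing – single concentration of 10 µM compound, 0.5% DMSO final · Timing – enzyme reaction for 50 min at room temperature, dark · Measured by – FRET fluorescence in CFP and YFP emission channels · Control set – no-enzyme wells low, DMSO-plus-enzyme wells high control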
# SENP6 block = inhibitors of human SENP6 protease; Q9GZR1; AID 2599; inhibition, % at 10 µM; Recombinant SENP6 catalytic domain, aminoluciferin luminescence; 330,000 compounds, 1.8% hits;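 active means inhibition above about 50% at the single tested dose, limit read from the data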;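 further: plate controls were DMSO wells with enzyme for no effect and DMSO wells lacking enzyme for full effect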
# Target sequence (Q9GZR1 628-1112 limits assumed): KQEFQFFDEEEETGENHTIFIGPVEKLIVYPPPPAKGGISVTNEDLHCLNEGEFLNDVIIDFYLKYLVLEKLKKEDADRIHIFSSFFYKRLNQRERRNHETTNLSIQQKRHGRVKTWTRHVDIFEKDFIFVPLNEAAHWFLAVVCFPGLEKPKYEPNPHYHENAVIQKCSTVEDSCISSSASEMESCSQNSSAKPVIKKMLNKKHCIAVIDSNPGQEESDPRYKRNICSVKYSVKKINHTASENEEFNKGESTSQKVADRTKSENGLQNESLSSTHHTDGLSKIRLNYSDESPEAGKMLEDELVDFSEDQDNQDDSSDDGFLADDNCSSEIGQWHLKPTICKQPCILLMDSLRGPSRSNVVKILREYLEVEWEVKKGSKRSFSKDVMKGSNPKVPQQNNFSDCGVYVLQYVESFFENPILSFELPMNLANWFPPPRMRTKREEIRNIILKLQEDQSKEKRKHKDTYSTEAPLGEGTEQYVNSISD
# hIAP activ = human IAP activation. P09923. purified human IAP, CDP-Star luminescence, 30 min; hits give high values; 1 = vehicle-only enzyme, 0 = enzyme-free background. activation factor at 10 µM. 330,000 compounds, 0.16% hits. AID 2524;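 active means activation factor of the enzyme at least 2-fold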; further: the source names both 10 and 20 µM as test concentration; values of inactives mirror those of a sister screen read the other way
# ATG4B inh = inhibitors of human ATG4B cysteine protease; Q9Y4P1; ATG4B cleavage of LC3-PLA2, NBD-HPC fluorescence, 1 h; inhibition, % at 8.33 µM; 340,000 compounds, 0.51% hits; AID 504462; in the data active means inhibition above about 40%
# Target sequence (Q9Y4P1 whole entry, looked up): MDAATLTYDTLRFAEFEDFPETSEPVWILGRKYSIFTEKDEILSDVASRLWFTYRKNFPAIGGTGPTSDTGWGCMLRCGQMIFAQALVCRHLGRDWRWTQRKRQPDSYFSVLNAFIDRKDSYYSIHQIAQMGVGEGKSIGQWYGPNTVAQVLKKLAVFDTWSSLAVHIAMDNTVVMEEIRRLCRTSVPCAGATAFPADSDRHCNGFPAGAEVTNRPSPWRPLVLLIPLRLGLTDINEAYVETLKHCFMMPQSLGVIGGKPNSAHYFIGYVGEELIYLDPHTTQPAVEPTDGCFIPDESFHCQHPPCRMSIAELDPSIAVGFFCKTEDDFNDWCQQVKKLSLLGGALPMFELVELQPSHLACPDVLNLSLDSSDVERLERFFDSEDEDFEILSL
# NR3A LBD binder = modulators (binders) of human NR3A ligand-binding domain | Tm shift relative to glycine control, % at 25 µM | NR3A LBD differential scanning fluorimetry, Tm shift; 0% = protein alone, 100% = glycine-bound protein | 340,000 compounds, 2.5% hits | AID 1259313;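 active means melting temperature shift of at least 10% of the positive control shift, at one fixed dose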
# MPTP inh = inhibitors of mitochondrial permeability transition pore; isolated mouse mitochondria, Ca2+ swelling absorbance, 30 min; inhibition, % at 10 µM; 360,000 compounds, 1.4% hits; AID 602449;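 active means inhibition of 50% or more, scaled per plate between neutral and stimulator controls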;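 further: 0% = DMSO wells given calcium and 100% = 1 mM EGTA wells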
# SENP8 inh = SENP8 (human) protease inhibition; Q96LD8; recombinant SENP8, Nedd8 substrate fluorescence; inhibition, % at 20 µM; 360,000 compounds, 0.64% hits; AID 602440; in the data active means inhibition mostly above about 40%, no sharp cut-off; inactive means mostly below about 27%
# Starred values were filed as active, the others as inactive; x = no result given.
canonical_smiles	SENP8 inh	SENP6 block	ATG4B inh	NR3A LBD binder	SENP1 FRET inh	PfG6PD inh	MPTP inh	hIAP activ
CC(C)c1nnc(SCC(=O)Nc2ccc3c(c2)OCCO3)n1C	15	5	1	0	1	-8	0.5	0.89
CCCc1nc(SCC(=O)c2ccc(OC)cc2)c2ccccc2n1	-5	1	-1	-16	-116	20	-0.9	0.78
COc1ccc(N2CCN(C(=O)c3ccc(NS(=O)(=O)c4ccccc4)cc3)CC2)cc1	17	-8	3	-2	2	-6	-1.6	1
O=C(c1ccc(N2CCCC2=O)cc1)N1CCN(c2ccc(C(F)(F)F)cc2[N+](=O)[O-])CC1	21	x	x	x	4	14	75*	x
Cc1ccccc1C(=O)NCCCNC(=O)c1cnccn1	7	7	-1	-2	0	-9	0.0	1.1
CCc1c(C)c2c(C)nn(-c3ccccc3)c2[nH]c1=O	-7	-7	-6	2	0	-27	0.3	0.95
O=C(CNc1cccc([N+](=O)[O-])c1)N/N=C/c1ccc(F)cc1	16	-3	1	-6	7	17	-1.7	0.91
CCOc1cc(/C=C(\C#N)C(=O)NCc2cccnc2)ccc1O	-41	-3	-9	0	-94	11	-0.5	0.84
Cc1nn2c(N3CCOCC3)cc(C(C)(C)C)nc2c1-c1ccccc1	-206	21	-6	0	0	-2	-0.4	1
O=C(Cn1c(C2CC2)nc2ccccc2c1=O)Nc1ccc(Br)cc1	13	-14	-6	-9	0	2	12	0.89
CC(C)(C)CNC(CO)C12CC3CC(CC(C3)C1)C2 (configuration not stated)	20	-12	-9	0	3	-1	0.0	0.76
CCOC(=O)/C=C1\SCC(=O)N1Cc1nnc(-c2ccccc2Br)o1	-9	-2	0	-3	-7	1	-5.2	1.1
CN(CC(=O)Nc1ccccc1Cl)C(=O)COC(=O)C1=COCCO1	5	1	3	0	2	-16	-1.3	1
CCCc1nc2oc3c(OCC)ncnc3c2c2c1COC(C)(C)C2	12	-1	10	-1	3	58	-0.4	0.99
COc1ccc(N2C(=O)CC(n3cnc4ccccc43)C2=O)cc1 (configuration not stated)	-7	-10	-1	-3	1	-3	1.9	0.88
CCOC(=O)/C=c1/s/c(=C\c2c(OC)ccc3ccccc23)c(=O)n1CC(=O)NCC1CCCO1 (configuration not stated)	-71	x	-9	-1	-34	-1	0.1	x
CC(=O)OCN(C#N)c1nc(N(C)C)nc(N(C)C)n1	6	-2	13	1	-1	-16	-2.2	1
O=C(CCCCCn1nnc2ccccc2c1=O)Nc1ccccc1Cl	6	11	5	-1	1	9	-0.7	1.1
O=C(OCC1CC(c2ccccn2)=NO1)c1ccc(Br)cc1 (configuration not stated)	28	-6	-3	1	1	28	0.8	0.93
Nc1c(Br)cc(Br)c2c1[nH]c(=O)c1ccccc12	73*	x	x	x	7	35	0.9	x
Cc1nc2c(N=Nc3ccccc3F)c(N)nn2c(N)c1C#N	32	-5	-23	15*	2	0	-1.7	1.3
CN1CCc2c(OCC(=O)N3CCC(Cc4ccccc4)CC3)cccc2C1=O	8	-5	2	-2	-3	-13	82*	1.1
CC1(C)CC(=O)C=C(c2ccc(CO)cc2)C1=O	11	x	x	x	1	8	-1.3	x
CC(OC(=O)c1ccccc1O)C(=O)Nc1cccc(Cl)c1 (configuration not stated)	2	-12	0	-3	2	-16	0.9	0.99
O=C(NCc1ccco1)c1nc2ncccn2n1	32	21	-7	-1	-1	-22	-7.1	0.92
Cc1nnc(NC(=O)CSc2nccn2Cc2ccc(F)cc2)s1	6	2	6	-4	1	-1	0.0	1.2
CCc1nc2ccccc2n1CC(=O)NC1CCS(=O)(=O)C1 (configuration not stated)	4	-1	-4	-1	-1	14	-0.8	1.1
COC(=O)C1=NNC2(c3ccc(Cl)cc3)C(=O)N(c3ccccc3)C(=O)C12 (configuration not stated)	11	-6	0	-3	2	-11	-0.6	1
CCn1cc(C(=O)NCCCOC)c2cc(OC)c(OC)cc2c1=O	-2	-1	-3	1	2	8	-1.9	0.97
CN(CCc1ccccn1)C(=O)c1ccc(OC(F)(F)F)cc1	9	0	3	0	0	-11	0.6	1
CCC(C)Sc1ccc([C@@H]2[C@H]3C(=O)N(CC)C(=O)[C@H]3[C@]3(C(=O)OC)CCCCN23)cc1 (some centres not stated)	-10	-2	4	-1	-47	27	0.8	0.97
O=C(CN1CCN(c2ccc(C(F)(F)F)cn2)CC1)Nc1ccc2c(c1)OCO2	8	-6	-5	0	-2	0	4.0	1
Nc1nc(Nc2ccc(Cl)cc2)nc2ccccc12	-272	98*	6	39*	0	22	3.0	1.2
CC(=O)NS(=O)(=O)c1cccnc1Nc1ccc(Cl)cc1	-62	3	5	3	3	-36	-1.7	0.93
COc1ccc(S(=O)(=O)N2CCCC2CNC(=O)C(=O)NC2CCCC2)cc1 (configuration not stated)	15	x	x	x	1	-11	0.7	x
COCCSc1nnc(NC(=O)c2ccc(NC(C)=O)cc2)s1	-157	-6	-2	-17	1	-9	0.0	1.1
COc1ccc(C(=O)N2CCC(C(=O)Nc3ccc(C)cc3)CC2)cc1	3	-13	0	-4	1	-6	-0.8	1.1
O=C(Nc1ccccc1C(=O)NCC1CCCO1)c1ccc(Cl)cc1Cl (configuration not stated)	14	-1	-8	-1	2	6	2.7	1
O=C(Nc1ccccc1)Nc1ccno1	12	-3	-12	5	2	5	3.9	0.95
O=C1OC(c2ccc(Cl)cc2)=N/C1=C\c1cccnc1	13	10	-4	0	0	-3	1.1	1

# Complete entries, quoted from the list:
# Entry for O=C(Nc1ccccc1C(=O)NCC1CCCO1)c1ccc(Cl)cc1Cl (configuration not stated) : SENP8 inh: 14; SENP6 block: -1; ATG4B inh: -8; NR3A LBD binder: -1; SENP1 FRET inh: 2; PfG6PD inh: 6; MPTP inh: 2.7; hIAP activ: 1
# Entry for O=C(Nc1ccccc1)Nc1ccno1 : SENP8 inh: 12; SENP6 block: -3; ATG4B inh: -12; NR3A LBD binder: 5; SENP1 FRET inh: 2; PfG6PD inh: 5; MPTP inh: 3.9; hIAP activ: 0.95

# (more compounds)
canonical_smiles	SENP8 inh	SENP6 block	ATG4B inh	NR3A LBD binder	SENP1 FRET inh	PfG6PD inh	MPTP inh	hIAP activ
CC(C)Sc1cc(Cl)nc(NC(=O)Nc2ccccc2)n1	9	-11	0	2	1	8	0.3	0.95
CC(CC(=O)N1CCN(c2ccccc2F)CC1)c1ccccc1 (configuration not stated)	2	-7	13	-1	2	-1	0.9	0.99
CCCC1OC2CC3C4CCC5=CC(=O)C=CC5(C)C4C(O)CC3(C)C2(C(=O)O)O1 (configuration not stated)	18	17	-4	2	1	7	-0.5	0.95
CCOc1ccc(S(=O)(=O)N2CCOCC2)cc1NC(=O)c1ccc(N2CCCC2=O)cc1	-4	5	0	-2	2	3	-0.7	1.1
O=C(Nc1nnc(S(=O)(=O)Nc2ccccc2)s1)C1CCCCC1	8	-10	0	-9	2	-26	-0.1	0.8
C[C@H](CO)N1C[C@H](C)[C@@H](CN(C)C(=O)C2CC2)OCc2cnnn2CCCC1=O	6	x	x	x	3	2	-0.4	x
O=C(Cn1cc(C(F)(F)F)ccc1=O)N/N=C/c1ccc(Cl)cc1	10	-7	-4	0	1	4	0.6	1.1
COc1ccc(OC)c(NC(=O)CN(C)S(=O)(=O)c2ccc(Cl)cc2)c1	-106	4	-6	-1	2	12	0.9	1.1
CC(C)C[C@H](NC(=O)CCCn1nnc2ccccc2c1=O)C(=O)O	19	3	3	1	3	-2	-0.9	0.98
Cc1nc(N(C)C2CCCCC2)c2nnn(Cc3ccc(F)cc3)c2n1	3	x	x	x	-3	29	0.3	x
CN(C(=O)/C=C/c1ccccc1)C1CCS(=O)(=O)C1 (configuration not stated)	14	10	1	1	4	-15	-0.6	1.3
CNC(=S)Nc1ccc(Br)cc1	6	-33	-2	0	3	5	5.3	1.1
Cc1nc2ccc(NC(=O)Cc3ccc4c(c3)OCCO4)cc2s1	12	3	-4	-2	-2	-23	1.3	1.1
Cc1ccc2nc(-c3cccc(Br)c3)cc(C(=O)NC3CC3)c2c1	-29	-13	-4	13*	-1	3	-0.1	0.92
COc1ccc(C(=O)NCc2nnc(SCC(=O)NC3CCCC3)o2)cc1	15	7	-4	0	0	15	-2.3	0.87
O=C1N(c2ccccc2)c2ccccc2C1(O)C(F)(F)F (configuration not stated)	15	-23	2	0	1	-7	-0.7	0.98
CC(=O)OCC12COC3c4ccccc4OC(C)(CC1C)C3C2C (configuration not stated)	10	-34	1	0	3	3	-1.2	1.1
O=C(CCCn1c(=S)[nH]c2ccsc2c1=O)NCc1ccco1	16	8	-6	1	3	12	0.8	0.97
CCOC(=O)CSc1nnc(-c2ccccc2NC(=O)c2ccccc2)o1	-17	-11	10	8	1	2	0.6	0.98
CCCc1nnc(SCC(=O)NC2CCCCC2)n1CCOC	-1	-28	1	-2	1	-7	1.2	0.97

# Three entries already listed, sorted by their value in hIAP activ, largest number first:
Structure	SENP6 block	ATG4B inh	NR3A LBD binder	SENP1 FRET inh	PfG6PD inh	MPTP inh	hIAP activ
Cc1ccccc1C(=O)NCCCNC(=O)c1cnccn1	7	-1	-2	0	-9	0.0	1.1
O=C(Nc1ccccc1C(=O)NCC1CCCO1)c1ccc(Cl)cc1Cl (configuration not stated)	-1	-8	-1	2	6	2.7	1
CCn1cc(C(=O)NCCCOC)c2cc(OC)c(OC)cc2c1=O	-1	-3	1	2	8	-1.9	0.97

# Remaining list, next part:
canonical_smiles	SENP8 inh	SENP6 block	ATG4B inh	NR3A LBD binder	SENP1 FRET inh	PfG6PD inh	MPTP inh	hIAP activ
COc1ccc(OC)c(N(CC(=O)NCCc2ccc(OC)c(OC)c2)S(=O)(=O)c2ccccc2)c1	2	-29	-1	-2	1	-6	-0.9	1
Cc1ccc(C(=O)OCC(=O)NC2CCCC(C)C2C)s1 (configuration not stated)	19	x	x	x	3	17	-0.3	x
O=C(Cn1cnc2c(nc3n2CCCCC3)c1=O)Nc1cccc(C(F)(F)F)c1	7	6	5	1	2	0	-0.9	1.3
CCCOc1ccc(-c2cnc(N)s2)cc1	3	-4	1	-2	-1	11	2.9	1
Cc1cccc(/C=N/NC(=O)c2cc(Br)ccc2O)n1	-24	40	1	-7	-3	-3	-0.7	1.4
Cc1ccc(S(=O)(=O)N(C)C)cc1NC(=O)COC(=O)CCC1CCCCC1	16	-6	-7	0	4	4	1.1	1.1
O=C(NCc1ccccc1Cl)C1CCC(=O)N(C2CC2)C1 (configuration not stated)	-1	-5	2	9	-1	-4	-0.8	1.2
NS(=O)(=O)c1ccc(CCNC(=O)C2CCN(S(=O)(=O)c3cccc4cccnc34)CC2)cc1	1	3	2	5	-2	-20	-1.2	1.3
CCn1cc(C2=NC(C(C)C)CO2)c2ccccc21 (configuration not stated)	-13	0	1	-2	4	6	-0.1	0.86
CC(C)(C)C(=O)NC1(C(F)(F)F)NC(=O)N(Cc2ccccc2)C1=O (configuration not stated)	12	-9	0	0	1	-13	2.5	0.9
Cc1c(CC=C(Cl)Cl)c(=O)[nH]c2c(C)cccc12	-44	-2	2	-2	3	1	1.7	0.85
COc1cccc(C2CC(=O)Nc3c2c(=O)[nH]c2ncnn32)c1 (configuration not stated)	6	-13	12	1	1	-2	2.9	1.1
Oc1ccc(-c2cnc3ccccc3n2)cc1	-316	90*	-6	37*	-2	-4	-0.4	0.86
Cc1nc(S(=O)(=O)c2ccc(Cl)cc2Cl)nc2c1CCC2	10	-4	-4	5	0	-8	5.6	1
CCCCCNC(=O)c1ccc2c(=O)[nH]c3c(C(=O)NCC4CCCO4)sc(=S)n3c2c1 (configuration not stated)	30	13	24	4	52*	6	15	0.85
O=C(/C=C/c1ccc2c(c1)OCO2)Nc1nc2ccc(F)cc2s1	-352	-4	-5	0	-3	4	2.2	1.1
COC(=O)C1=C(N)OC2=C(C(=O)CC(C)(C)C2)C1c1cccnc1 (configuration not stated)	10	-4	4	0	2	-2	-0.7	1.1
C#CCN(C#N)c1nc(NCC)nc(NC(C)C)n1	6	3	1	1	-1	-12	3.1	1
